Source: PubChem (Sanford-Burnham Center for Chemical Genomics)
hIAP block = human IAP inhibition | P09923 | purified IAP, CDP-Star luminescence, 30 min | inhibition, % at 10 µM | 330,000 tested, 0.12% active;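 active = inhibition reaching a set limit with compound at 10 µM in the primary screen, cut at about 35% in these data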;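 also: plate controls were DMSO wells with enzyme for no effect and no-enzyme buffer wells for full effect; values of inactives mirror those of a sister screen read the other way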
Target sequence (P09923 whole entry, looked up): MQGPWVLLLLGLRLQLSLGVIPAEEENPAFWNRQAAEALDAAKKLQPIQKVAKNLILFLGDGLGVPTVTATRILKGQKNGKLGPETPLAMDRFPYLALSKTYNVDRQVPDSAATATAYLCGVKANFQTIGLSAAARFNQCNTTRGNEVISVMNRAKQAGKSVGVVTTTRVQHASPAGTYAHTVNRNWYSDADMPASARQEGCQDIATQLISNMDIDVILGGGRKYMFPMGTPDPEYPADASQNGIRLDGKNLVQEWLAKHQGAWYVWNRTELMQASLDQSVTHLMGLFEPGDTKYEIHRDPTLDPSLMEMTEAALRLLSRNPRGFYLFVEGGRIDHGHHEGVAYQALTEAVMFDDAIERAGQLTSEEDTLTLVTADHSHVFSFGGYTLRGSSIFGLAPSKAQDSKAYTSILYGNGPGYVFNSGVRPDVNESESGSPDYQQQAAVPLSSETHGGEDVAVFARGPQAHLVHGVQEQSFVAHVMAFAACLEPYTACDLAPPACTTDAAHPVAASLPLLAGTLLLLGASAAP
tim10-1 inh = inhibits growth of tim10-1 mutant yeast; inhibition, % at 20 µM; 330,000 tested, 2.2% active; S. cerevisiae tim10-1 ts strain growth, BacTiter-Glo, 24 h; AID 463190;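 active = inhibition of at least 40%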;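 also: mutant grown at 25 °C; 0% = DMSO wells with yeast and 100% = wells holding no yeast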
mIAP act = mouse IAP activation; AID 2805; 330,000 tested, 0.24% active; muIAP, CDP-Star luminescence, 30 min; stronger effect = higher value; 1 = vehicle-only enzyme signal, 0 = enzyme-free wells; activation factor at 10 µM;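 active = activation factor of at least 2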; also: the source names both 10 and 20 µM as test concentration; values of inactives mirror those of a sister screen read the other way
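Assay system: mouse IAP enzyme; reagent: chemiluminescent substrate CDP-Star; dosing: test compounds delivered from DMSO solution; schedule: 30 min at room temperature; measured by: luminescence from enzymatic CDP-Star hydrolysis; controls: DMSO-only wells and no-enzyme negative control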
ATG4B inh = blocks human ATG4B protease cleavage of LC3 substrate; Q9Y4P1; ATG4B cleavage of LC3-PLA2, NBD-HPC fluorescence, 1 h; inhibition, % at 8.33 µM; 340,000 tested, 0.51% active; AID 504462; in the data active = inhibition above about 40%
Target sequence (Q9Y4P1 whole entry, looked up): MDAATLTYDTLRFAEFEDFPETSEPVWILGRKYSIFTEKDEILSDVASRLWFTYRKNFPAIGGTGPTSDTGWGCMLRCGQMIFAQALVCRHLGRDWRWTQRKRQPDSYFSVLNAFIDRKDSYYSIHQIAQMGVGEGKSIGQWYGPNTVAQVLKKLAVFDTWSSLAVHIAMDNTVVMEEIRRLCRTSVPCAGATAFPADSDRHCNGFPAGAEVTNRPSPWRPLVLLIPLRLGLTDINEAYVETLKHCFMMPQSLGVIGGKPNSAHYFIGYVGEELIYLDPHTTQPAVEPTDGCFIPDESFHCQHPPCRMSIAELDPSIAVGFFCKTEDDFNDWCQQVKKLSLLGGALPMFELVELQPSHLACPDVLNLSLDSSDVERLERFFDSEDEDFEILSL
Apaf1 inhib = blocks human Apaf-1 apoptosome activity; O14727; reconstituted apoptosome caspase-3 activity, DEVD-Rh110 fluorescence; inhibition, % at 20 µM; 330,000 tested, 0.71% active; AID 489030; active = inhibition of at least 40% at 20 µM;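 also: plate controls were DMSO wells for no effect and DEVD-CHO caspase inhibitor wells for full effect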
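System: Apoptosome proteins | Medium: Hepes pH 7.5 with detergent and BSA | Also added: Cytochrome c trigger plus (Z-DEVD)2-Rh110 caspase-3 substrate | Incubation: 30 min compound preincubation, 50 min activation, room temperature | Detection: Rhodamine 110 fluorescence at Ex 480/Em 540 nm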
NALP3 yeast inh = NALP3 inhibition in yeast | Yeast reconstituted NLRP3/ASC/caspase-1, beta-gal luminescence, 24 h | inhibition, % at 10 µM | 330,000 tested, 0.39% active | AID 2825;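 active = inhibition of 50% or more; inactive = inhibition below 50%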;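 also: plate controls were induced DMSO wells for no effect and uninduced yeast grown without galactose for full effect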
TIM10 inh = inhibits growth of TIM10 yeast strain; S. cerevisiae TIM10 strain growth, BacTiter-Glo luminescence, 24 h; inhibition, % at 10 µM; 330,000 tested, 1.4% active; AID 463195;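 active = inhibition of 40% or more at the single tested concentration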;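 also: wild-type TIM10 isogenic control strain grown at permissive 25 °C; 0% = DMSO yeast wells and 100% = minimal medium wells without yeast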
mIAP block = blocks mouse intestinal alkaline phosphatase | purified mouse IAP, CDP-Star luminescence, 30 min | inhibition, % at 10 µM | 330,000 tested, 0.2% active;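 active = inhibition of at least 40% at 10 µM in the primary screen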;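 also: plate controls were DMSO with enzyme for no effect and no enzyme wells for full effect; values of inactives mirror those of a sister screen read the other way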
hIAP activ = increases human intestinal alkaline phosphatase activity; purified human IAP, CDP-Star luminescence, 30 min; stronger effect = higher value; 1 = vehicle-only enzyme, 0 = enzyme-free background; activation factor at 10 µM; 330,000 tested, 0.16% active;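 active = activation factor of the enzyme at least 2-fold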; also: the source names both 10 and 20 µM as test concentration; values of inactives mirror those of a sister screen read the other way
Numbers without * were called inactive.

SMILES	hIAP block	tim10-1 inh	mIAP act	ATG4B inh	Apaf1 inhib	NALP3 yeast inh	TIM10 inh	mIAP block	hIAP activ
CC(=O)Nc1cc2c(cc1NC(=O)Cn1nc(-c3ccccc3F)ccc1=O)OCCO2	18	2	0.93	-8	-3	17	1	7	0.82
Oc1ccccc1CN1CCCC(N2CCN(c3cccc(C(F)(F)F)c3)CC2)C1 (stereo not given)	7	21	0.96	6	11	40	8	4	0.93
Cc1ccc2nc(Cl)c(CN(Cc3cccs3)C(=O)C3CC3)cc2c1	5	22	0.98	-5	-4	28	15	2	0.95
CCOc1ccc(NC(=O)CCNS(=O)(=O)c2ccc3c(c2)oc(=O)n3C)cc1	-9	20	0.96	2	-4	3	2	4	1.1
COCCNC(=O)CCn1c(=O)oc2ccccc21	18	4	0.94	-1	-3	11	5	6	0.82
O=C(O)c1ccc(COc2ccc(Cl)cc2)o1	-3	-1	0.89	-3	-4	13	4	11	1
O=C(COc1ccc(Br)cc1)Nc1ccccc1N1CCCC1	7	8	0.91	12	-1	-3	12	9	0.93
CC(C)CCC(C)NC(=O)CN1C(=O)NC(C)(c2ccc3ccccc3c2)C1=O (stereo not given)	-17	11	0.93	-6	13	4	3	7	1.2
Cc1cccc(C(=O)OCC(=O)NN2C(=O)NC3(CCC(C)CC3)C2=O)c1O (stereo not given)	6	-7	0.99	0	4	6	-9	1	0.94
CCOC(=O)C1CCN(C(=O)Nc2ccc3oc(C)nc3c2)CC1	4	-20	1	11	-9	6	3	-2	0.96
CC(CCC(=O)O)C1CCC2C3C(O)CC4CC(O)CCC4(C)C3CC(O)C12C (stereo not given)	3	-11	1.2	-4	-11	3	19	-15	0.97
O=[N+]([O-])c1ccc(N2CCN(c3ccccc3Cl)CC2)cn1	18	-2	0.84	5	15	29	-16	16	0.82
CN1CCN(CCCNC(=O)c2ccc(NC(=O)C3=CSCCO3)cc2)CC1	-9	-1	1	1	-4	5	-10	0	1.1
COc1ccc(CN2CCNC(=O)C2CC(=O)NCCCn2nnc3ccccc32)cc1C (stereo not given)	13	-17	0.97	-8	4	-3	8	3	0.87
N=C1C(c2ccccc2)=C(O)CN1c1cccc(O)c1	-1	0	1	9	-5	7	-7	-2	1
Brc1ccc(OCc2nnc(SCC3CCCCC3)o2)cc1	0	13	1	-3	-7	10	-1	-2	1
O=C(c1ccccc1NS(=O)(=O)c1ccc(F)cc1)N1CCc2ccccc21	11	-14	0.96	-1	7	-18	8	4	0.89
CN(Cc1ccccc1)C(=O)CCn1c(=O)c2cccn2c2cccnc21	3	24	1	5	13	10	14	-2	0.97
O=C(CSCc1ccccc1Br)N/N=C/c1ccc(OCC(=O)N2CCCCC2)cc1	-5	26	0.97	4	12	3	-11	2	1.1
COc1cc(OC)c(C(=O)Nc2cc(Cl)ccc2-n2cncn2)cc1OC	-5	33	1	-15	8	11	17	-1	1.1
Cc1c(Cl)cccc1NC(=S)NC1CCN(Cc2ccccc2)CC1	-17	6	1.5	48*	5	9	-32	-52	1.2
O=C(NC(c1ccccc1)c1c(O)ccc2ccccc12)c1ccccc1Cl (stereo not given)	17	12	1	-10	2	-1	30	-1	0.83
Cc1ccc(C)c(OCCCN2CCc3ccccc3C2)c1	-11	-32	0.98	-2	7	29	-25	2	1.1
O=[N+]([O-])c1cccc(-n2nnnc2CNCc2ccccc2)c1	1	10	1.1	-4	0	2	-1	-12	0.99
CC(C)CN(C(=O)c1cccc(Cl)c1)c1c(N)n(CC(C)C)c(=O)[nH]c1=O	-6	1	0.97	4	8	18	1	3	1.1
COc1ccc(NC(=O)Nc2ccc3nsnc3c2)cc1	0	-13	0.95	4	-8	12	-11	5	1
CCOc1ccc(CCNC(=O)c2cccc(S(=O)(=O)N3CCN(C(C)=O)CC3)c2)cc1OCC	-3	-18	1	3	4	16	8	-2	1
COc1ccc(NC(=S)NNC(=O)c2ccc(S(=O)(=O)N3CCOCC3)cc2)cc1	-87	13	1	2	2	27	12	-1	1.9
O=C(Nc1cc(S(=O)(=O)N2CCCCC2)ccc1N1CCCCC1)c1ccncc1	14	11	0.99	-14	-9	1	2	1	0.86
CCOC(=O)c1ccc(Nc2cc(C)nc3ncnn23)cc1	33	7	0.93	-3	-14	8	-6	7	0.67
CSc1ncccc1C(=O)OCC(=O)N1CC2(C)CC1CC(C)(C)C2 (stereo not given)	-6	-26	1.1	-7	7	13	-19	-7	1.1
c1ccc(-c2nnc3sc(-c4ccncc4)nn23)cc1	14	17	0.93	-7	-7	7	13	7	0.86
CCOC(=O)CSC1=Nc2ccccc2C2=NC(CC(=O)NCc3ccc4c(c3)OCO4)C(=O)N12 (stereo not given)	20	4	0.56	-17	0	17	8	44*	0.8
O=C(COC(=O)c1ccc[nH]c1=O)NCCCc1ccccc1	16	0	1.1	3	-7	-3	1	-11	0.84
O=C(Nc1ccccc1)Nc1nnc(Cc2ccc([N+](=O)[O-])cc2)s1	19	14	0.93	0	-14	16	7	7	0.81
CCOc1ccc(C2C(C(=O)O)CCC(=O)N2C2CCCCC2)cc1 (stereo not given)	-5	8	0.96	0	-2	14	7	4	1.1

Printed as active in mIAP block, among the entries above:
canonical_smiles | hIAP block | tim10-1 inh | mIAP act | ATG4B inh | NALP3 yeast inh | TIM10 inh | mIAP block | hIAP activ
CCOC(=O)CSC1=Nc2ccccc2C2=NC(CC(=O)NCc3ccc4c(c3)OCO4)C(=O)N12 (stereo not given) | 20 | 4 | 0.56 | -17 | 17 | 8 | 44* | 0.8

The list continues.
SMILES	hIAP block	tim10-1 inh	mIAP act	ATG4B inh	Apaf1 inhib	NALP3 yeast inh	TIM10 inh	mIAP block	hIAP activ
COC(=O)c1sccc1NC(=O)CSc1ccc(Cl)cc1	1	21	0.78	-14	18	4	17	22	0.99
Clc1ccc(C2=Nn3c(nnc3-c3n[nH]c4c3CCC4)SC2)cc1Cl	-31	19	0.88	-33	43*	9	26	12	1.3
CCOc1ccc(CNC(=S)N/N=C/c2cccnc2)cc1	-8	32	0.84	-3	-15	-12	27	16	1.1
Cc1ccc(S(=O)(=O)Nc2c(C)n(C)n(-c3ccccc3)c2=O)cc1C(=O)NCc1ccccn1	-18	7	1.1	-18	10	0	14	-8	1.2
Cc1ccc(S(=O)(=O)c2ccc(-n3nc(C)cc3N)cc2)cc1	7	-1	0.95	5	2	7	8	5	0.93
N#Cc1cccc(NC(=O)COc2ccc(-n3ccnc3)cc2)c1	1	16	0.92	0	-5	13	5	8	0.99
Cc1ccc(S(=O)(=O)N2CCCCCC2)cc1[N+](=O)[O-]	-10	19	1	4	5	21	12	-1	1.1
COc1ccc2oc(C(=O)C3CC3)c(N)c2c1	17	6	0.96	-1	-4	27	16	4	0.83
O=C(CSc1nnc(NC(=O)C2CC2)s1)NCc1cccs1	11	12	0.94	2	-12	8	2	6	0.89
Cc1ccc(NC(=O)c2nc[nH]c2C(=O)NCCCCCNC(=O)OC(C)(C)C)cc1	-56	20	0.97	-15	30	20	13	3	1.6
CCN(CC)CCN(Cc1cc2cccc(C)c2[nH]c1=O)C(=S)Nc1ccccc1	3	23	0.96	-9	-3	13	0	4	0.97
CC(=O)Nc1ccc(NS(=O)(=O)c2ccc3c(c2)n(C)c(=O)n3C)cc1	-1	9	0.92	8	-2	14	2	8	1
COc1cc([N+](=O)[O-])ccc1NC(=O)COC(=O)c1ccc(NC(N)=O)cc1	-5	-3	0.99	-4	-44	17	-19	1	1
CC(C)Cc1nc2n[nH]c(N)c2c2c1COC(C)(C)C2	9	-9	0.93	4	-3	-3	-6	7	0.91
CN(C(=O)Nc1ccccc1)C1CCS(=O)(=O)C1 (stereo not given)	-7	-19	0.97	6	-9	-10	-4	3	1.1
O=C(Nc1ccccc1)N1CCN(CCc2ccccc2)CC1	-6	-1	1	0	-10	-2	-2	-2	1.1
CCC(=O)Nc1cccc(NC(=S)NC(=O)c2cccc(C)c2)c1	10	33	1	-4	-1	21	18	-2	0.9
CCc1ccc(Nc2nc3ccccc3c(=O)s2)cc1	-1	26	1	1	8	23	-1	0	1
Cc1ccc2nc(-c3cccc(S(=O)(=O)N4CCCC4)c3)cn2c1	-18	-7	1	-3	-1	-24	8	0	1.2
O=c1[nH]c(C2CCN(S(=O)(=O)c3ccccc3)CC2)nc2c1nnn2Cc1c(F)cccc1Cl	-7	1	0.95	-1	19	16	16	5	1.1
Cc1nc2ccccc2c2oc(C(=O)N3CC(C)CC(C)C3)cc12 (stereo not given)	3	52*	1	2	15	5	5	-1	0.97
COc1cccc(C(=O)N2CCN=C2SC)c1	3	9	0.97	-1	-16	7	13	3	0.97
O=C(COc1ccc2ccc(=O)oc2c1)Nc1cccc(S(=O)(=O)N2CCCCC2)c1	-13	-9	0.98	-26	-2	17	-6	2	1.1
CC(=O)c1ccccc1NC(=O)CC1(CC(=O)O)CCCCC1	-3	11	0.92	-1	-2	8	17	8	1
CCN(CC)S(=O)(=O)c1ccc(OC)c(NC(=O)CSCc2c(C)noc2C)c1	-21	20	1.1	-2	12	15	9	-9	1.2
Cc1ccc(NC(=O)[C@H](C)NC(=O)C2CCN(C(=O)[C@@H](N)C(C)C)CC2)cc1	21	-16	0.94	-5	-1	-2	10	6	0.79
Cc1cc(NC(=O)CSc2nc(N)c(NC(=O)c3ccc(F)c(F)c3)c(=O)[nH]2)no1	-6	1	0.98	-5	-6	12	6	2	1.1
CCN1CCN(c2ccc(S(=O)(=O)N3CCOCC3)cc2NC(=O)/C=C/c2ccc(C)cc2)CC1	-8	7	0.96	-16	6	1	-2	4	1.1
Cc1cc(NC(=O)CCCC(=O)OCC(F)(F)C(F)F)cc(C)c1C(=O)O	-7	9	1	-4	-4	10	-15	-3	1.1
Cc1nc(C(=O)NCCO)cc2c1[nH]c1ccccc12	1	27	1.1	-8	11	3	12	-14	0.99
O=C(NCCc1ccc(Cl)cc1)c1ccc(NC2=NC3CS(=O)(=O)CC3S2)cc1 (stereo not given)	0	-34	1.1	-8	4	7	-4	-10	1
O=C1NC(=O)/C(=C\c2ccccc2OCc2cccc([N+](=O)[O-])c2)N1	-4	4	0.95	-10	3	8	-3	5	1
CSCCC(NC(=O)c1ccco1)C(=O)OC(C)C(=O)NC(=O)NC1CCCCC1 (stereo not given)	-12	12	0.95	-10	15	1	21	5	1.1
NC(N)=N/N=C/c1cc([N+](=O)[O-])ccc1O	-1	-1	0.84	8	-3	21	2	16	1
CCCc1cc(-c2nc(N)ncc2-c2csc(C)n2)c(O)cc1OC	-1	43*	0.99	2	7	9	40	1	1
COC(=O)C(CCSC)NC(=O)CNC(=O)C1CCCCC1 (stereo not given)	17	8	0.93	-3	-6	14	4	7	0.83
CCC(C)NC(=O)CCn1c(-c2ccc(F)cc2)cc(C(C)=O)c1C (stereo not given)	-12	21	0.97	-5	-13	-2	14	3	1.1
CCOc1cc(/C=N/Nc2nc3ccccc3[nH]2)cc(Br)c1OCC(=O)N(C)C	-44	7	0.98	-11	2	0	16	2	1.4
COc1ccc(-c2cc(=Nc3ccc(C(=O)O)cc3)c3cc(C)ccc3o2)cc1	10	32	0.97	41*	-7	53*	29	3	0.9
CCOC(=O)N1CCN(C(=O)C2CCN(S(=O)(=O)c3ccc(Cl)cc3)CC2)CC1	10	13	1	-10	-1	7	4	-5	0.9

2 compounds from above, reduced to NALP3 yeast inh.
SMILES | NALP3 yeast inh
CCOC(=O)N1CCN(C(=O)C2CCN(S(=O)(=O)c3ccc(Cl)cc3)CC2)CC1 | 7
COc1ccc(-c2cc(=Nc3ccc(C(=O)O)cc3)c3cc(C)ccc3o2)cc1 | 53*
